# Screening results deposited in PubChem BioAssay by Fisher Drug Discovery Resource Center.
# NPYLR7 agonist: agonists of mosquito NPYLR7 receptor, primary screen, cell-based, Aedes aegypti, calcium fluorescence, mosquito biting behavior. HEK293T NPYLR7/Galpha15, GCaMP6s calcium fluorescence. activation, % at 10 µM. actives 0.15% (n = 270,000). AID 1259423, 2018; in the data active = activation above about 40%;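 note: 0% = vehicle and 100% = reference agonist at the receptor; some compounds past the cut are filed as inactive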
# hcGAS lum: Primary biochemical luminescence assay for human cyclic GMP-AMP synthase inhibitors | recombinant h-cGAS, ATP depletion, Kinase-Glo luminescence | actives 0.081% (n = 290,000) | Q8N884 | inhibition, % at 12.5 µM;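 note: 0% = vehicle reaction and 100% = reaction without DNA for no activity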
# Target sequence (Q8N884 whole entry, looked up): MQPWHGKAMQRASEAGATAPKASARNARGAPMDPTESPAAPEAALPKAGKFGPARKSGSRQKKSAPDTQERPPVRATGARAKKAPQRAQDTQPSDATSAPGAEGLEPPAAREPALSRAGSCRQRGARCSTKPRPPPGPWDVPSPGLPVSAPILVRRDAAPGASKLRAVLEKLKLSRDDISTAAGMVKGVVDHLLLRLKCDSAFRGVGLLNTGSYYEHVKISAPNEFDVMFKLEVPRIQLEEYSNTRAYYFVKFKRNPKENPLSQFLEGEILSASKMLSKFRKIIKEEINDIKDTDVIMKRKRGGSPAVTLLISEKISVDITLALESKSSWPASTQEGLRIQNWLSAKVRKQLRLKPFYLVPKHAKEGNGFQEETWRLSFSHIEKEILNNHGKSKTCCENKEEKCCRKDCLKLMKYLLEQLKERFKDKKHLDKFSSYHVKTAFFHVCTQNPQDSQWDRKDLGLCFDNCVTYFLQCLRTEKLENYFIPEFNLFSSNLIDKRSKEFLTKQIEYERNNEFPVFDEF
# mcGAS inh: cyclic GMP-AMP synthase inhibitors, mouse, primary biochemical chemiluminescence; actives 0.15% (n = 160,000); recombinant cGAS, Kinase-Glo ATP depletion luminescence; inhibition, % at 12.5 µM;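 note: 0% = negative control wells and 100% = reference inhibitor with no enzyme activity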
# Starred values were filed as active, the others as inactive; x = no result given; & = joins results of further samples. Cut-off read from the data, not from the text of the source, unless noted: active = inhibition above about 40%; inactive = the rest.
SMILES,NPYLR7 agonist,hcGAS lum,mcGAS inh
COc1ccc(S(=O)(=O)Oc2cc(CN(CC(C)C)C(=O)c3ccco3)ccc2OC)cc1,-4.8,-6.9,-4.1
COCC(=O)Nc1cnn(-c2cccc(C(=O)N3CCCC(COc4ccccc4F)C3)c2)c1 (stereo not given),10.5,-12.4,-12.7
Cc1cnc(CN2CCN(C)CC23CCCCC3)cn1,6.9,-9.5,x
CCN(CC)c1ccc(/C=N\Nc2nc(C)cc(COC)c2C#N)cc1,9.1,-4.1,-6.2
COc1cccc(Cl)c1-c1ccc2cc[nH]c(=O)c2c1,0.6,-8.4,x
CCOC(=O)c1ccc2c(c1)nc(SCc1cccc(Br)c1)n2Cc1cccc(F)c1,-7.2,-4.0,-5.0
CCOC(=O)c1c(C)oc2nc(CN(C)Cc3cccc(Cl)c3)[nH]c(=O)c12,2.3,-6.6,x
CN(C)CCN(Cc1c(-c2ccccc2)noc1N1CCCC1)C(=O)c1ccco1,10.0,-3.7,-7.4
CN(C)C(=O)CCCS(=O)(=O)Cc1nc(Cc2ccccc2)no1,2.0,-7.2,-16.1
CCc1nc2n(n1)C(=O)C(C(c1cccc(Cl)c1)N1CCC(C)CC1)S2 (stereo not given),-2.7,-4.7,-6.1
COc1ccc2[nH]c(=O)c(CN(C)Cc3c(C)noc3C)cc2c1,9.1,-1.8,x
COc1ccc(Br)c(Cn2c(C)c(C(=O)NCc3ccccc3)sc2=O)c1,13.6,-2.7,x
CNC(=O)CN1CCC(CN(C)c2nc(C3CC3)ns2)CC1,-1.6,-6.3,x
O=C(CC1=CCNCC1)N1CCC(c2cc(Cc3ccccc3)[nH]n2)CC1,-2.2,-0.4,-16.1
CCSc1nnc(SCc2cccc(OC)n2)s1,-8.1,-8.0,-13.7
CC(C)CN(CC(=O)N(Cc1ccccc1)Cc1cccn1Cc1ccc(F)cc1)C(=O)c1ccc(Br)cc1,0.1,-1.4,-3.7
Cc1ccc2nc(-c3cccc(NC(=O)c4cccs4)c3)oc2c1,x,-6.8,-10.1
COc1cccc(CN2CCN(C(=O)c3cnn4cc(C)cnc34)CC2=O)c1,2.7,-5.1,-17.8
CCc1nc(-c2ccccc2)nc(N2CCN(C(=O)c3ccco3)CC2)c1Cc1ccccc1F,14.9,-3.6,-9.2
O=S1(=O)CCC(NC(=S)Nc2cccc(Br)c2)C1 (stereo not given),0.1,-11.9,x
Cc1cc(C)nc(SCC(=O)NNC(=O)c2ccccc2Br)n1,-1.3,-0.1,x
CC(C)(C)C1CCC(C(=O)NCCc2nnc3ccccn23)CC1 (stereo not given),-23.0,-2.2,x
COc1ccc(Br)cc1CNC(=O)NCc1ccoc1,10.8,-6.9,-15.7
Cc1ccc(C(=O)Nc2ccc(SCC(=O)N3CCOCC3)nn2)cc1,5.1,-0.2,-1.9
N#Cc1ccc(OCC(=O)Nc2ccc(Cl)cc2F)cc1,-2.0,7.2,x
CCN1C(=O)C2C(c3ccc(O)c(OC)c3)NN(Cc3ccccc3)C2C1=O (stereo not given),-9.2,-3.5,-9.2
Cc1cc(C=NNc2nc(-c3ccccc3)cs2)c(C)n1C1CCCC1,-5.1,-13.0,-6.5
Cc1ccc(-c2cc3c(=O)n(CC(=O)Nc4ccc(F)cc4C)ccn3n2)cc1,13.5,-6.5,-8.0
O=C(CCn1cncn1)Nn1cnc2sc3c(c2c1=O)CCCC3,0.9,0.8,x
CCOC(=O)N1CCC(NCC(O)COc2ccccc2C(C)C)CC1 (stereo not given),-0.5,-9.2,-17.5

# Not a retest: 15 of the compounds above.
SMILES,NPYLR7 agonist,hcGAS lum,mcGAS inh
CNC(=O)CN1CCC(CN(C)c2nc(C3CC3)ns2)CC1,-1.6,-6.3,x
O=C(CC1=CCNCC1)N1CCC(c2cc(Cc3ccccc3)[nH]n2)CC1,-2.2,-0.4,-16.1
CCSc1nnc(SCc2cccc(OC)n2)s1,-8.1,-8.0,-13.7
CC(C)CN(CC(=O)N(Cc1ccccc1)Cc1cccn1Cc1ccc(F)cc1)C(=O)c1ccc(Br)cc1,0.1,-1.4,-3.7
Cc1ccc2nc(-c3cccc(NC(=O)c4cccs4)c3)oc2c1,x,-6.8,-10.1
COc1cccc(CN2CCN(C(=O)c3cnn4cc(C)cnc34)CC2=O)c1,2.7,-5.1,-17.8
CCc1nc(-c2ccccc2)nc(N2CCN(C(=O)c3ccco3)CC2)c1Cc1ccccc1F,14.9,-3.6,-9.2
O=S1(=O)CCC(NC(=S)Nc2cccc(Br)c2)C1 (stereo not given),0.1,-11.9,x
Cc1cc(C)nc(SCC(=O)NNC(=O)c2ccccc2Br)n1,-1.3,-0.1,x
CC(C)(C)C1CCC(C(=O)NCCc2nnc3ccccn23)CC1 (stereo not given),-23.0,-2.2,x
COc1ccc(Br)cc1CNC(=O)NCc1ccoc1,10.8,-6.9,-15.7
Cc1ccc(C(=O)Nc2ccc(SCC(=O)N3CCOCC3)nn2)cc1,5.1,-0.2,-1.9
N#Cc1ccc(OCC(=O)Nc2ccc(Cl)cc2F)cc1,-2.0,7.2,x
CCN1C(=O)C2C(c3ccc(O)c(OC)c3)NN(Cc3ccccc3)C2C1=O (stereo not given),-9.2,-3.5,-9.2
Cc1cc(C=NNc2nc(-c3ccccc3)cs2)c(C)n1C1CCCC1,-5.1,-13.0,-6.5

# Other compounds follow.
SMILES,NPYLR7 agonist,hcGAS lum,mcGAS inh
Fc1cccc(CN2CCN(Cc3ccc4cccc(Cl)c4n3)CC2)c1,-0.5,-3.3,-8.5
O=C(Nc1cccc(-c2noc(C3CC3)n2)c1)C1CCOCC1,-3.1,-8.9,x
CC(C)N1C(=O)C2(SCCN2C(=O)c2ccco2)c2ccccc21 (stereo not given),-5.5,-2.8,-4.6
O=C(CCn1ccc(=O)[nH]c1=O)NCc1ccc2[nH]c3c(c2c1)CCCCC3,7.3,-7.0,-14.0
CN(Cc1ncccc1C(=O)O)Cc1nccn1Cc1ccccc1,2.2,-1.8,x
CC(=O)N1N=C(c2ccc(NS(=O)(=O)c3ccccc3)cc2)CC1c1cccs1 (stereo not given),-4.0,5.5,-2.5
CC(C)CN1CCC1(C)C(=O)Nc1ccc(N(C)C)cc1 (stereo not given),4.4,-14.7,-6.4
CC(C)c1cnc2c(c1SCc1cccnc1)c(=O)n(C)c(=O)n2C,6.4,-6.8,-8.6
CC(CNC(=O)c1sccc1Cl)Oc1cccnc1 (stereo not given),-1.3,3.7,x
C=CCOC(CN1CCN(C(=O)COC(C)=O)CC1)c1cccc(OC)c1 (stereo not given),x,3.0,-1.7
CSc1nc2ncc(C(=O)c3cc(Cl)cc(Cl)c3O)cc2c(=O)[nH]1,3.2,-1.3,x
COc1ccc(-c2cc(C(=O)N(C)CCc3ccc(OC)c(OC)c3)n(-c3cccc([N+](=O)[O-])c3)n2)cc1,-8.7,5.4,0.8
O=C1NCC2(CCCN(C(=O)c3scc4c3OCCO4)C2)O1 (stereo not given),5.9,-3.5,x
CN(Cc1nccs1)C(=O)C1CCCN(c2nc(-c3ccccc3)nc3c2CCC3)C1 (stereo not given),-7.2,-10.0,x
CCCCCCCC(=O)N1CCc2nc(C)nc(N3CCCCC3)c2C1,-7.0,-6.0,-3.0
O=C(NC1CCC(NC(=O)[C@H]2CCCN2C(=O)C2CC2)CC1)c1ccccc1 (stereo not given in full),1.6,-5.8,-5.8
COCCCN(CC(=O)N(CCc1ccc(OC)c(OC)c1)Cc1ccco1)C(=O)c1cccc(OC)c1,-4.7,-5.4,-5.3
CN(Cc1cc(-c2ccccc2)no1)C(=O)C1CCC(=O)N(CCN2CCOCC2)C1 (stereo not given),5.9&-0.9,-5.6&4.0,x
CCCCC1CCCN1c1cc(C2CCNCC2)ncn1 (stereo not given),8.3,-7.0,x
Cc1cccc(-n2nc(C(=O)N(C)C3CCCCC3)c(=O)n(Cc3ccc(C(F)(F)F)cc3)c2=O)c1,15.0,-3.9,-4.1
CN1CCC(C)(C(=O)Nc2cnc3ccccc3c2)C1 (stereo not given),0.6,-11.4,x
COCCN(CC(=O)N(CCc1ccc(OC)c(OC)c1)Cc1sccc1C)S(=O)(=O)c1ccc([N+](=O)[O-])cc1,-4.0,-12.7,-6.1
CCOC(=O)c1ccc(N=CC(C#N)c2nc(C3CC3)cs2)cc1 (stereo not given),-0.2,-3.3,-1.1
Cc1ccccc1Nc1nc(N)nc(Cn2c(=O)cnc3ccccc32)n1,0.7,-1.0,-2.6
O=[N+]([O-])c1cc(Br)ccc1N1CCN(c2ccccc2)CC1,3.1,-9.3,x
O=C(C=Cc1ccc(F)cc1)c1ccc(OC(F)F)cc1,-1.5,-10.6,x
Cc1cccnc1CC(C)Nc1nc(-c2cccnc2)nc2c1CCNC2 (stereo not given),4.6,-9.1,x
O=C(c1cc2cc([N+](=O)[O-])ccc2oc1=O)N1CCN(CC=Cc2ccccc2)CC1,-4.1,3.2,-1.5
CCC(C)NS(=O)(=O)c1ccc(I)cc1 (stereo not given),0.8,-6.1,x
Cn1cc(C2CC2C(=O)NC2CCCCC2Cc2ccccc2)cn1 (stereo not given),2.2,-12.8,-6.9
COc1cccc(-c2nc3c(Nc4cccc(O)c4)nccc3[nH]2)c1F,-4.3,-1.8,-4.5
Cc1ccc2[nH]cc(CN3CCCC(OCc4cccnc4)C3)c2c1 (stereo not given),-3.1,-4.5,-16.4
Cc1csc(-n2c(C)cc(-c3csc(CC(=O)N(C)C)n3)c2C)n1,0.8,-10.2,x
N#Cc1ccc(C23CC4CC(CC(C4)C2)C3)nc1SCC(=O)Nc1nc2ccccc2s1,-10.4,2.4,3.9
CC1=NNc2nc3c(c(=O)n(Cc4ccc(Cl)c(Cl)c4)c(=O)n3C)n2C1C (stereo not given),-3.5,-1.9,x
COCCC1CN(C(=O)COc2c(C)ccc(C)c2C)CCO1 (stereo not given),5.9,-4.2,-15.7
COCc1nc(CN2CCC(N3CCCC3=O)CC2)no1,0.8,-3.7,x
O=C(Nc1nc(CC(=O)N2CCn3c2nc2ccccc23)cs1)c1ccc(=O)[nH]c1,0.9,-4.4,x
CCCCC(=O)OCC(=O)Nc1ccc(OC)cc1[N+](=O)[O-],-2.2,-2.9,x
CC1=C(C(=O)OC(C)C)C(c2ccc(C)s2)NC(=O)N1C (stereo not given),-8.0,-1.4,-5.2
COc1ccc(C)cc1C(C)NC(=O)N1CCC1c1ccccc1 (stereo not given),2.3,-6.1,-4.0
CCNC(=O)NC(=O)C(C)OC(=O)Cn1cnc2c1c(=O)n(C)c(=O)n2C (stereo not given),0.0,-5.4,-9.7
CC(=O)c1cc(CN2CCN(Cc3ccc(C)o3)C(CCO)C2)cs1 (stereo not given),11.8,-7.0,-12.4
CC(C)n1cc(C(=O)N(CC2CCN(Cc3ccccc3F)CC2)CC2CCCO2)cn1 (stereo not given),7.5,-7.5,-10.5
Cc1cc(NC(=O)CSc2nc(C)c(C)n2C2CCCCC2)no1,0.6,-2.8,x
NC(=O)C1Cc2ccccc2CN1Cc1ccccc1C(F)(F)F (stereo not given),3.6,-10.5,x
COc1ccc(N2C(=O)c3ccccc3NC2c2ccc(Br)cc2)cc1 (stereo not given),-7.5,-1.2,-0.4
Nc1ncc(Br)cc1S(=O)(=O)NCc1ccco1,3.5,-4.9,x
CC1(C(=O)NCc2ccc(Cl)cc2)CCN1C(=O)CC(c1ccccc1)c1ccccc1 (stereo not given),-4.8,2.1,-1.4
C=CCN1C(=O)C(=Cc2ccc(OC)cc2OC)SC1=S,24.3,-0.2,x
O=C(Nc1ccccc1)c1cn(CC2CCCO2)cc2c(=O)n(-c3ccccc3)nc1-2 (stereo not given),4.7,-3.2,-9.0
COc1ccc(-c2nc3nc(-c4cc(OC)ccc4OC)cc(C(=O)O)c3[nH]2)cc1,-0.8,-6.7,-6.5
COc1ccc(C(=O)Nc2nc3c(s2)C[C@@H]2[C@](C)(CO)[C@H](O)CC[C@@]2(C)[C@@H]3CC(=O)NCc2cccs2)cc1,-9.3,-5.7,-7.6
O=C(Nc1ccc(C(=O)N2CCC(O)CC2)cc1)OC(CCN1CCOCC1)c1cccs1 (stereo not given),1.2,0.1,-4.2
CC(=O)N1CCC[C@H]1C(=O)NCCCc1nc2ccccc2s1,6.7,-5.0,-16.5
O=S(=O)(c1cccc(Cl)c1Cl)N1CCN(c2nc3nccc(-c4cc(Cl)ccc4Cl)n3n2)CC1,4.6,-5.6,-6.8
C=CCN(C(=O)c1cc(OC)cc(OC)c1)C(C)C(=O)c1c(C)c(C(=O)OCC)n(C)c1C (stereo not given),16.7,-3.2,-4.8
Brc1ccc(C2(CNCc3cc[nH]c3)CCOCC2)cc1,1.8,3.8,x
CCS(=O)(=O)c1ccc2oc(-c3cc([N+](=O)[O-])ccc3OS(=O)(=O)c3cccc(C(F)(F)F)c3)nc2c1,x,0.3,7.5
COC[C@H]1C[C@H]2C[C@@H](O)[C@H](N3CCC(Cc4ccccc4)CC3)[C@]2(O)CO1,3.7,0.1,-6.5

# 2 consecutive records from above, for reference:
SMILES,NPYLR7 agonist,hcGAS lum,mcGAS inh
CCS(=O)(=O)c1ccc2oc(-c3cc([N+](=O)[O-])ccc3OS(=O)(=O)c3cccc(C(F)(F)F)c3)nc2c1,x,0.3,7.5
COC[C@H]1C[C@H]2C[C@@H](O)[C@H](N3CCC(Cc4ccccc4)CC3)[C@]2(O)CO1,3.7,0.1,-6.5

# (next part)
SMILES,NPYLR7 agonist,hcGAS lum,mcGAS inh
CC1=NC2=C(C(=O)CCC2)C(c2ccc3c(c2)OCO3)C1C(=O)OCCOc1ccccc1 (stereo not given),-3.8,8.3,x
Cc1nc(SCC(=O)N2CCN(S(=O)(=O)c3ccc(C)c(C)c3)CC2)n[nH]1,5.1,-3.6,x
CC(=O)N[C@H]1C[C@@H](c2ccc3c(c2)nnn3C)O[C@@H](c2ccc(Cl)cc2)C1,6.1,-5.2,-15.7
COc1cc(NC(=O)CCNC(=O)C23CC4CC(CC(C4)C2)C3)cc(OC)c1,10.5,-7.0,x
